ERK EGF block: inhibitors of EGF-stimulated ERK signaling pathway; HEK293-V1b, EGF-stimulated phospho-ERK AlphaScreen; 130,000 compounds, 0.41% hits; Potency, µM (highest dose often 11.5 µM), without a hit: at the highest dose activity change, negative = inhibition, most hits filed as inhibitors; active = well fitted inhibition curve with a large enough effect; inconclusive = small, poorly fitted or top-dose-only effect, or effect the other way;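 also: plate controls were stimulated vehicle wells for no effect and unstimulated vehicle basal for full effect; nearly all actives have a fitted effect of over 55% in size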
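Compounds are titrated over HEK293-V1b cells kept overnight in 1% FBS. After 30 min at 37C, EGF (25 nM final) triggers ERK phosphorylation for 5 min, measured by AlphaScreen in lysates.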
An asterisk follows results filed as active; ? = inconclusive; [ ] = dose if it differs, or a comment. Potency is read from the fitted curve at half-maximal effect. Not all compounds are listed. The share of hits here may be higher or lower than overall.

| canonical_smiles | ERK EGF block |
| --- | --- |
| COc1ccc(C(=O)NCc2nnc(SCC(=O)Nc3cc(C)on3)o2)cc1OC | -8.6% |
| Nc1nc(Nc2ccccc2)nc(NCc2ccccc2)c1[N+](=O)[O-] | ? |
| Cc1csc(CN(C)C(=O)CC2C(=O)NCCN2Cc2ccc(-c3ccccc3)cc2)n1 (configuration not stated) | -8.4% |
| CCOCCOC(=O)NCCCCCCNC(=O)OCCOCC | 6.0%[57.5 µM] |
| Cc1cccc(C2c3[nH]c4ccccc4c3CCN2C(=O)c2noc3c2CCCC3)n1 (configuration not stated) | 11.7% |
| COc1ccc(/C=C(\C#N)C(=O)Nc2cc(S(=O)(=O)N3CCCCC3)ccc2N2CCCCC2)cc1 | -3.6% |
| COc1ccc(C(=O)Nc2ccccc2C(=O)NC(Cc2ccc(O)cc2)C(=O)NNC(=O)c2ccc(C)cc2)cc1 (configuration not stated) | -5.3% |
| CCOCC(=O)Nc1nc2ccccc2s1 | ? |
| CC(C)=CC(=O)O[C@H]1[C@@H]2[C@H](C)C(=O)O[C@@H]2C[C@@H](C)[C@@H]2[C@@H](O)CC(=O)[C@]21C | -11.5%[57.5 µM] |
| O=C(N=Nc1c(O)[nH]c2ccc(Br)cc12)c1cc(-c2cccc3ccccc23)n[nH]1 | 5.4% |
| COC(=O)/C=C1\N/C(=N\c2nc(C)cc(C)n2)N(c2ccc(C)c(C)c2)C1=O | 11.3% |
| O=C(COC(=O)c1ccc(CO)cc1)NCc1cccs1 | 4.2% |
| Cc1cc(C)n2ncc(/C(N)=N/OC(=O)Nc3ccccc3)c2n1 | 24.5%[57.5 µM] |
| CC(=O)C1=C(O)C(=O)N(c2ccc(S(=O)(=O)Nc3nccs3)cc2)C1c1ccc(F)cc1 (configuration not stated) | 11.1%[57.5 µM] |
| COc1ccc(S(=O)(=O)NCc2ccc(C(=O)N3CCc4ccccc4C3)cc2)cc1 | -1.6% |
| CC(=C/c1ccc(C(C)C)cc1)/C=N/NC(=O)Cn1nnnc1N | 2.2%[57.5 µM] |
| OC(CNCc1ccc(Cl)c(Cl)c1)c1ccccc1 (configuration not stated) | 0.5% |
| CC1(C(=O)OCC(=O)N2c3ccccc3Sc3ccccc32)CC1(Cl)Cl (configuration not stated) | 1.2% |
| COc1ccc(C(CC(=O)c2ccccc2)S(=O)(=O)c2ccccc2)cc1 (configuration not stated) | -0.8% |
| Cn1c2c(c(=O)n(C)c1=O)C1c3ccccc3OCC1C(C)(C)O2 (configuration not stated) | 9.3% |
| O=C(CCN1CCOCC1)c1ccc(Cl)cc1 | -3.9% |
| Cc1ccc(-n2c(C)cc(C(=O)COC(=O)c3ccc[nH]c3=O)c2C)cc1 | -15.9% |
| O=C(Nn1cnnc1)c1cccc(S(=O)(=O)N2CCOCC2)c1 | 15.3% |
| CCOC(=O)c1cnc(-n2nc(C)cc2C)nc1NC1CCCC1 | ? |
| N#Cc1ccc(CN2CCC3(CC2)CCN(C(=O)c2ccncc2)CC3)cc1 | 4.3% |
| Cc1ccc(NC2c3ncccc3C(=O)N2Cc2cccs2)cc1 (configuration not stated) | 5.2% |
| CCN1CCN(CC(=O)N2N=C(c3cccs3)CC2c2ccc(C)cc2)C(=O)C1=O (configuration not stated) | -9.6% |
| O=C(Nc1cnccn1)Nc1ccc(Cl)cc1Cl | -12.5% |
| Cc1nn(-c2ccccc2)c(/N=C/c2ccccc2O)c1-c1ccccc1 | 6.8% |
| O=C(c1cc(F)ccc1F)C1CCCN(C(=O)CCN2CCCCO2)C1 (configuration not stated) | 2.5% |
| CCCCC[C@H](O)/C=C/C=C\C=C\C=C\[C@@H](O)[C@@H](O)CCCC(=O)O | -2.0% |
| CC(C)n1cnc2c(Nc3ccc(C(=O)O)cc3)nc(Cl)nc21 | -2.1%[57.5 µM] |
| O=C(CSc1nc(-c2ccccc2)ns1)N1CCOCC1 | 4.4% |
| CCN(CC)c1ccc2cc(C(N)=O)c(=O)oc2c1 | 7.9% |
| Cc1nn(S(=O)(=O)c2ccc(Cl)cc2)c(C)c1Sc1ccc([N+](=O)[O-])cc1 | ? |
| N#Cc1cnn2ccn(C3OC(CO)C(O)C3O)c12 (configuration not stated) | 11.5%[57.5 µM] |
| CCOc1cc(NC(=S)NC)c(OCC)cc1NC(=O)c1cccs1 | 2.6%[57.5 µM] |
| COc1cccc(C=Nc2cc(C)cc(C)c2)c1O | 5.6% |
| CSc1nccc(Oc2ccc(C#N)cc2)n1 | 2.3% |
| O=C(CN1CCN(Cc2ccccc2)CC1)Nc1ccc(N2CCOCC2)cc1 | -5.6% |
| S=c1[nH]nc(-c2ccco2)n1/N=C/c1cccc(Cl)c1Cl | -4.3% |
| CCN1CCN(Cc2ccc(NC(=O)c3ccc(C)c(NC(=O)N4CCNC4=O)c3)cc2C(F)(F)F)CC1 | -1.8%[57.5 µM] |
| CCOC(=O)N(NC(=O)C(O)(c1ccccc1)c1ccccc1)c1ccccc1 | -0.5% |
| O=C(O)c1ccc(N2C(=O)CCCC2=O)cc1 | 13.1%[57.5 µM] |
| CCOC(=O)C1CCN(C(=O)/C=C/c2cccs2)CC1 | -1.9% |
| O=C(CNc1n[nH]c(=O)[nH]c1=O)N/N=C/c1cccnc1 | 3.8% |
| CN(C)/C=N/c1nc2nccc(-c3ccccc3)n2n1 | 6.4% |
| C[C@H](NC(=O)Cc1cccc2ccccc12)C(=O)NCc1ccccc1 | 0.6% |

A different layout for part of the listing above:
ERK EGF block | mol
-4.3% | S=c1[nH]nc(-c2ccco2)n1/N=C/c1cccc(Cl)c1Cl
-1.8%[57.5 µM] | CCN1CCN(Cc2ccc(NC(=O)c3ccc(C)c(NC(=O)N4CCNC4=O)c3)cc2C(F)(F)F)CC1
-0.5% | CCOC(=O)N(NC(=O)C(O)(c1ccccc1)c1ccccc1)c1ccccc1
13.1%[57.5 µM] | O=C(O)c1ccc(N2C(=O)CCCC2=O)cc1
-1.9% | CCOC(=O)C1CCN(C(=O)/C=C/c2cccs2)CC1

(cont.)
| canonical_smiles | ERK EGF block |
| --- | --- |
| CCc1ccc2oc(=O)cc(CN3CCC(C)CC3)c2c1 | -6.7%[57.5 µM] |
| O=C(Nc1ccc(F)cc1)/C(Cl)=C/c1ccccc1 | -4.5% |
| Cc1ccc(NC(=O)C(=O)NCc2ccncc2)cc1 | 2.4% |
| O=C(Nc1ccccc1)Nc1ccncc1 | 3.2% |
| O=C(c1ccc(CSc2nc3ccncc3[nH]2)cc1)N1CCN(c2cccc(Cl)c2)CC1 | 17.8µM* |
| COc1ccc(CC(=O)N2CCC(c3ccccc3)C2)cc1 (configuration not stated) | 8.3% |
| C=CCOc1ccc(CNCCc2ccc(S(N)(=O)=O)cc2)cc1 | 1.0%[57.5 µM] |
| CC[C@H](C)N(C)C(=O)c1cc2ccccc2c(-c2ccccc2Cl)n1 | -0.8% |
| CCOCCOc1nc(C)cc(C)c1S(=O)(=O)c1ccccc1C | 4.0% |
| N#CCCn1cc(C(=O)Nc2ccc([N+](=O)[O-])cc2)c(-c2cc3ccccc3o2)n1 | 2.8% |
| Cc1ccccc1-c1nnc(NC(=O)CSc2nc3ccccc3s2)s1 | 2.3% |
| CCOC(=O)C1=C(C)NC(=O)NC1c1cc2c(cc1Br)OCO2 (configuration not stated) | 5.5% |
| NC(=O)c1ccsc1NC(=O)CCS(=O)(=O)c1ccccc1 | -9.7% |
| CC(C)(C)NC(=S)NC(=O)C12CCC3CC(CC(C3)C1)C2 | 0.6% |
| CC(=O)c1cnc2c(-c3ccc(Cl)cc3)cnn2c1C | 3.4% |
| O=c1cc(-c2ccccc2)c2cc(Cl)c(O)c(CN3CCOCC3)c2o1 | 10.9%[57.5 µM] |

Exported with the structure last: part of the list above.
ERK EGF block | Structure
4.0% | CCOCCOc1nc(C)cc(C)c1S(=O)(=O)c1ccccc1C
2.8% | N#CCCn1cc(C(=O)Nc2ccc([N+](=O)[O-])cc2)c(-c2cc3ccccc3o2)n1
2.3% | Cc1ccccc1-c1nnc(NC(=O)CSc2nc3ccccc3s2)s1
5.5% | CCOC(=O)C1=C(C)NC(=O)NC1c1cc2c(cc1Br)OCO2 (configuration not stated)
-9.7% | NC(=O)c1ccsc1NC(=O)CCS(=O)(=O)c1ccccc1
0.6% | CC(C)(C)NC(=S)NC(=O)C12CCC3CC(CC(C3)C1)C2
3.4% | CC(=O)c1cnc2c(-c3ccc(Cl)cc3)cnn2c1C

Remaining list, next part:
| canonical_smiles | ERK EGF block |
| --- | --- |
| O=C(CSc1nnnn1CCCO)Nc1ccc2c(c1)OCO2 | 3.0% |
| OC(c1ccccc1)C(CN1CCOCC1)c1ccccc1 (configuration not stated) | -3.9%[57.5 µM] |
| Cc1cc(C)cc(NC(=O)c2ccc(NC(=O)C3C4CC5OC(=O)C3C5C4)cc2)c1 (configuration not stated) | -4.7% |
| Cc1cccc(C)c1NC(=O)C(=O)NCCc1c[nH]c2ccccc12 | -0.6% |
| CC1CC(C)CN(S(=O)(=O)c2ccc(C(=O)OCC(=O)NCCN3C(=O)CSC3=O)cc2)C1 (configuration not stated) | -1.3%[57.5 µM] |
| Cc1ccc(NC(=O)c2ccc(COc3ccc4c(c3)CCC4)cc2)c(C)c1 | 1.0% |
| CN(C)S(=O)(=O)c1ccc(C(=O)OCc2ccc([N+](=O)[O-])cc2)cc1 | -8.6% |
| CC(=O)NC1=NN(C(C)=O)C(c2ccc(C)cc2)S1 (configuration not stated) | -4.9% |
| COc1cccc(C2=NOC(C(=O)Nc3ccc4c(c3)OCO4)C2)c1 (configuration not stated) | 2.2% |
| Fc1ccc(NC(=S)Nc2ccccc2Cl)cc1 | ? |
| Nc1cc(=O)[nH]c(SCC(=O)Nc2ccccc2Sc2ccccc2)n1 | 1.5% |
| COCCN1C(=O)C(=O)/C(=C(/O)c2ccc(S(=O)(=O)N3CCOCC3)cc2)C1c1cccc(Cl)c1 (configuration not stated) | -0.2%[57.5 µM] |
| COc1ccc(CNN2CCCCC2C(=O)Nc2ccc(OC)c(OCC(C)C)c2)cc1OC (configuration not stated) | -3.9%[57.5 µM] |
| CC1=NN(c2ccc(C)cc2)C(=O)/C1=C\C=C\c1ccccc1 | ? |
| CN(C)S(=O)(=O)c1cc(NC2CC(=O)N(c3ccc(F)cc3)C2=O)ccc1Cl (configuration not stated) | ? |
| COc1cccc(OCCNS(=O)(=O)c2cccc([N+](=O)[O-])c2)c1 | 2.3% |
| OC12CCCCC1C(c1ccc3c(c1)OCO3)N(Cc1cccc(F)c1)CC2 (configuration not stated) | -7.8%[57.5 µM] |
| Cc1ccc(S(=O)(=O)CCSc2nc(C)cc(C(F)(F)F)c2C#N)cc1 | 1.3% |
| CCN(C(=O)CN1C(=S)NC(C)(C)CC1C)c1ccc(C)c(C)c1 (configuration not stated) | 3.1% |
| CN1CCN(C(=S)Nc2ccc(Cl)c(Cl)c2)CC1 | -14.3% |
| CS(=O)(=O)N1CCC2(CCN(C(=O)Nc3cccc(C#N)c3)CC2)CC1 | 2.9% |
| CC(Nc1ccc2c(c1)OCCO2)C(=O)N1CCc2ccccc21 (configuration not stated) | -5.0% |
| O=C(c1cccs1)N1N=C(c2ccccc2)CC1c1ccccc1O (configuration not stated) | -4.5%[57.5 µM] |
| CCCCNC(=O)COC(=O)c1ccc(C)c(NC(=O)c2ccco2)c1 | 5.0% |
| Cc1ccccc1NC(=S)NCc1cccn1C | 1.7% |
| O=C1N=c2ccccc2=C1c1sc(NS(=O)(=O)Cc2ccccc2)nc1O | -5.9%[57.5 µM] |
| N#C/C(C(=O)NCc1ccccc1)=C1/N=C(NC(=O)c2ccco2)c2ccccc21 | -5.3%[57.5 µM] |
| O=[N+]([O-])c1ccccc1CSc1nnc2ccccn12 | 5.0% |
| NC(=O)c1nnn(-c2nonc2N)c1-c1ccc([N+](=O)[O-])cc1 | -2.3% |
| CNc1nccc(-c2ccc(F)cc2)c1C#N | 5.1% |
| NS(=O)(=O)c1ccc(CCNC(=O)CSc2nc3ccsc3c(=O)n2CC2CCC(C(=O)O)CC2)cc1 (configuration not stated) | 1.0% |
| CC(=O)N1CCC2(CC1)CC(=O)c1cc(OCC(=O)N3CCOCC3)ccc1O2 | 5.7% |
| CCN(CC)C(=O)c1[nH]cnc1C(=O)N[C@@H](CCCCNC(=O)OC(C)(C)C)C(=O)OC(C)(C)C | -1.6%[57.5 µM] |
| Cc1cccc(N2CCN(S(=O)(=O)c3cccc4nonc34)CC2C)c1 (configuration not stated) | ? |
| C=CCN(CC=C)C(=O)COC(=O)c1ccc(Sc2ncn[nH]2)c([N+](=O)[O-])c1 | 7.2% |
| CCn1nnc(NC(=O)c2sc3ccccc3c2Cl)n1 | -8.3% |
| O=c1c(-c2ccco2)[n+]([O-])c2ccccc2n1OCc1ccccc1[N+](=O)[O-] | -4.4% |
| Cc1cccc(C(=O)Nc2sc(-c3ccccc3)cc2C(=O)O)c1 | -5.6%[57.5 µM] |
| CCn1cc(CN2CCN(Cc3ccc(OC)c(C)c3C)C(CCO)C2)c(C)n1 (configuration not stated) | -9.0% |
| CN(C)c1ccc(/C=C/C#N)cc1 | 8.9%[57.5 µM] |
| CCNC(=S)N1CCC(n2cnc3ccccc32)CC1 | 1.1% |
| C=CCOc1c(CNn2nnnc2N)cccc1OC | 7.4% |
| Cn1c(=O)c(C=Nc2ccccc2)c(O)c2ccccc21 | -16.5%[57.5 µM] |
| CCC(C)(C)n1nnnc1C(c1cccnc1)N1CCCC(C)C1 (configuration not stated) | -3.5% |
| COc1ccc(OC)c(NC(=O)COC(=O)Cc2ccc(-c3ccccc3)cc2)c1 | -1.8% |
| Cc1ccc(C)c(S(=O)(=O)Nc2ccc(O)c(C(=O)O)c2)c1 | 2.0% |
| N/C(Cc1ccc([N+](=O)[O-])cc1)=N\OC(=O)COc1ccccc1Cl | 7.1% |
| NC(=O)c1ccsc1NC(=O)c1cc(=O)c2ccccc2o1 | -1.4% |
| COc1cccc(-c2noc(CCCC(=O)N3CCOCC3)n2)c1 | 4.1% |
| Cc1ccc(-n2cnnn2)cc1Cl | 4.8% |
| COc1ccc2nc(SCC(=O)N3CCCCC3)c(C#N)cc2c1 | -9.9% |
